PGC1a acetyl inh: lowers PGC1a acetylation signal in U2OS cells | AlphaScreen anti-acetyl-lysine; with virally co-expressed GCN5 acetyltransferase | inhibition, % at 15.6 µM | 350,000 tested, 0.17% active;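 active = every replicate shows inhibition of at least 40%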;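 also: 0% = neutral control wells and 100% = positive control wells; some results beyond the cut were filed as inactive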
miR-122 sensor: inhibitors of miR-122 in Huh7 cells | activation (reporter increase), % at 12.5 µM | 340,000 tested, 0.3% active | AID 602342 | Huh7 miR-122 Renilla luciferase sensor, 48 h; neutral wells = 0, positive control = 100;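 active = mean replicate activation score at least 90 and every replicate individually at or above 90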;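 also: higher luciferase means less miR-122 activity so hits act as miR-122 inhibitors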
PglD DTNB: blocks C. jejuni PglD acetyltransferase activity; purified PglD enzyme, DTNB colorimetric CoA detection; inhibition, % at 12.5 µM; 360,000 tested, 0.098% active; AID 602405; in the data active = inhibition above about 16%, passing the limit was not always enough; also: strong numbers were not always called active
Cneo AK release: causes C. neoformans cell lysis | adenylate kinase release luminescence, 4 h; normalised: neutral wells 0, clomiphene wells 100 | lysis activity, % at 15 µM | 360,000 tested, 0.2% active | AID 651654;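 active = mean lysis activity across replicates of at least 80%, whatever share of replicates individually reach that level; inactive = mean lysis activity below 80%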
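Material: C. neoformans cells | Amount: Yeast cell density of 5 × 10^6 cells/mL | Medium: Fresh YPD growth medium | Dosing: Single dose | Times: Static 4 h at 37 °C with compound, 1 h detection | Detection: AK luminescence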
FN deposit inh: fibronectin deposition inhibition. AH1F fibroblasts, Alexa488-fibronectin deposition fluorescence, overnight. inhibition, % at 12.6 µM. 350,000 tested, 0.086% active. AID 743247;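 active = mean inhibition across replicates of 30% or more, regardless of how many single replicates reach that level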;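 also: positive control wells lacked labelled fibronectin entirely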
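Assay system: AH1F fibroblasts assembling fluorescent fibronectin matrix; Amount: 10000 AH1F cells per well; Buffer or medium: DMEM, 2% serum; Probe or stimulus: Alexa488-fibronectin, 24 nM final in well; Doses: single compound dose, delivered by pin transfer; Incubation: 1 h adhesion, overnight exposure; Measured by: fluorescence 485/525 nm; Read-out: fibronectin deposition inhibition.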
INS-1E GSIS act: GLuc luminescence reporter in INS-1E cells, primary screen for activators of glucose-dependent secretion of insulin; INS-1E GLuc reporter insulin secretion, 2-3 h; activation, % at 16.6 µM; 370,000 tested, 0.61% active; AID 743287;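 active = lowest replicate activation of at least 40%, so every replicate reaches that level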;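 also: 0% = median of neutral control wells and 100% = median of IBMX positive control wells; some compounds called inactive have numbers as strong as hits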
F508del corr: CFTR F508del correction in bronchial cells; activity (quench increase), % at 7.58 µM; CFBE cells, YFP halide quenching; stimulated with forskolin plus potentiator P3; % fluorescence drop versus neutral controls; AID 720511; 350,000 tested, 0.36% active;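 active = mean added fluorescence quench of at least 8% versus neutral control, with both replicates also reaching 8%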;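 also: cells transiently co-express mutant CFTR-F508del with the halide-sensitive YFP; corrector assay measuring rescue of mutant channel to the surface after 24 h compound exposure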
C2C12 statin: suppression of simvastatin myotoxicity | C2C12 myotubes + simvastatin, ATP luminescence, 48 h; scaled: DMSO 0, geranylgeraniol control 100 | rescue of ATP level, % at 7.49 µM | 330,000 tested, 0.78% active | AID 602340;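 active = mean ATP rescue above about 67%, or every replicate alone reaching that limit, limit read from the data, passing the limit was not always enough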;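 also: myotubes were challenged with 10 µM simvastatin during compound exposure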
Numbers without * were called inactive; . = not tested or not shown; & = joins results of further samples; [ ] = dose if it differs, or a comment. Hits appear at their usual frequency; any-hit rate near 2.1%.

SMILES	PGC1a acetyl inh	miR-122 sensor	PglD DTNB	Cneo AK release	FN deposit inh	INS-1E GSIS act	F508del corr	C2C12 statin
COc1ccc(CN2[C@H](CO)[C@H]3c4ccccc4N(C(=O)CC(F)(F)F)C[C@H]32)cc1	-1	5[16.7 µM]	1	1	.	-9	-2.8	1
O=C(C[C@@H]1CC[C@H]2[C@@H](COC[C@@H](O)CN2C(=O)c2ccccn2)O1)NC1CCC1	0	-1[16.7 µM]	-1	0	-7	11	-0.8	-16
CCN(CC)Cc1ccccc1CNC(=O)c1cccc(S(=O)(=O)Nc2ccc3c(c2)OCO3)c1	2	.	4	-2	1	.	1.0	-18
Cc1noc(C)c1NC(=O)N(C)C[C@@H]1Oc2ccc(NC(=O)CCC(F)(F)F)cc2CC(=O)N([C@H](C)CO)C[C@@H]1C	2	-2[16.7 µM]	2	-4	9	7	1.6	0
N#C[C@H]1[C@H](c2ccc(C#Cc3ccccc3F)cc2)[C@@H](CO)N1C(=O)C1CCCCC1	-10	.	-1	-5	-4	2	1.1	39
O/N=C/c1ccn(-c2ccc(Br)cc2)c1	-24	.	.	.	14	4	0.3	.
Cc1cc(-n2[nH]c(C)c(C)c2=O)nc(-c2ccccc2O)n1	-8	6	-6	1	.	.	.	.
CO[C@H]1CN(C)C(=O)c2ccc(NC(C)=O)cc2OC[C@H](C)N(CC2CC2)C[C@H]1C	.	-13[16.7 µM]	0	-3	-7	15	3.3	-3
C[C@H]1CN([C@@H](C)CO)C(=O)Cc2cc(NC(=O)Nc3ccc4c(c3)OCO4)ccc2O[C@H]1CN(C)C(=O)Nc1ccc(F)cc1	6	-7[16.7 µM]	-2	-1	.	-7	0.5	-10
C[C@@H]1CN([C@H](C)CO)C(=O)Cc2cc(NC(=O)CCN3CCOCC3)ccc2O[C@@H]1CN(C)C	8	-1[16.7 µM]	-6	5	.	13	-0.7	-2
CC(=O)N1[C@@H]2c3ccc(-c4cccc(F)c4)c(=O)n3C[C@@H]2[C@@H](CO)[C@@H]1C(=O)NCC1CC1	.	-2[16.7 µM]	1	-2	.	9	-1.6	12
CCSc1nnc(-c2ccccc2NC(=O)CC)c(=O)[nH]1	9	1	3	0	2	.	.	32
O=C(O)c1cc(-n2cccc2)ccc1N1CCOCC1	-2	-7	2	1	-15	27	-1.2	.
C[C@H]1CN([C@@H](C)CO)C(=O)c2cc(C#Cc3cccnc3)cnc2O[C@H]1CN(C)C	0	2[16.7 µM]	-2	-1	0	11	-1.0	0
COc1cc2c(cc1OC)C(c1ccc(C)cc1)NC(=O)C2 (stereo unspecified)	.	.	1	-16	0	.	-2.4	10
O=S(=O)(/C=C/c1ccccc1)NCCc1ccccn1	-3	73	1	5	.	.	.	.
COCCN(C[C@@H]1N[C@@H](CO)[C@@H]1c1ccc(-c2ccc(F)cc2)cc1)C(C)=O	3	7[16.7 µM]	-4	49	-6	-14	4.0	6
COc1cc(C(=O)N2CCCC(c3cc(C(=O)NCc4ccc(F)cc4)no3)C2)cc(OC)c1C (stereo unspecified)	-5	8	-3	-1	-5	-11	0.2	4
CCCCNC(=O)Cn1c(=O)n(C)c2ccccc21	4	0	.	-4	1	3	-3.9	11
O=C(C[C@H]1C=C[C@@H](NC(=O)NC2CCCCC2)[C@@H](CO)O1)NCc1ccccc1	3	-19[16.7 µM]	0	-1	.	7	-1.9	8
O=C(N1CCN=C1SCc1cccnc1)C12CC3CC(CC(C3)C1)C2	21	-2	1	0	10	.	.	-22
CCOC(=O)c1[nH]c2ccc(F)cc2c1NC(=O)c1ccccc1C(=O)O	6	5	5	-4	-2	-12	1.0	2
COc1ccc2c(c1OC)c(=O)n1c3ccc(OC(C)C(=O)NCCCN4CCOCC4)cc3c3ccnc2c31 (stereo unspecified)	-14	-8	-3	2	.	.	.	-2
O=C(Nc1ccccc1OC(F)F)C1CC(=O)N(Cc2ccccc2)C1 (stereo unspecified)	.	.	.	.	0	-7	0.1	9
O=C(c1ccccn1)N1CC[C@@H]2[C@@H](CO)Nc3ccc(-c4ccc(F)cc4)cc3[C@@H]21	-1	7[16.7 µM]	0	3	-5	5	2.5	-3
COc1ccc(C#Cc2ccc3c(c2)O[C@@H](CN(C)C(=O)CN2CCOCC2)[C@@H](C)CN([C@H](C)CO)S3(=O)=O)cc1	-21	-36[16.7 µM]	4	11	.	-5	3.1	19
O=S1(=O)CCOC[C@H](c2ccccc2)N1Cc1ccccc1	-1	13	7	0	-1	2	0.9	2
O=C(CSc1n[nH]c(=O)[nH]c1=O)NCC1CCCCC1	-9	4	-1	-1	6	7	0.6	-8
Cc1ccccc1-n1c(=O)c2ccccc2n2nnnc12	5	-5	3	0	.	.	.	12
Cc1ccc(S(=O)(=O)N2CCOCC2)cc1C(=O)NC1CCN(Cc2ccccc2)CC1	3	-3	-1	-1	-3	3	0.4	0
CCOC(=O)C1=C(C)NC(C)=C(C(=O)OCC)C1C(=O)OCC(=O)N1CCCCC1CC (stereo unspecified)	-16&-2	0&1	5&-7	-1&-16	-7	-17	-0.7	-2&5
O=C(c1ccc(Cl)c(S(=O)(=O)N2CCCC2)c1)N1CCCCC1	-5	7	5	2	3	28	2.3	.
CC1CCCC(C)N1C(=O)CSc1ccc(-c2ccc3c(c2)OCCO3)nn1 (stereo unspecified)	-3	1	3	-7	3	-14	5.2	-6
CCCNC(=O)c1cc2c(c(-c3cccc(-c4cccc(OC)c4)c3)n1)[C@H](CCO)N([S@@](=O)C(C)(C)C)C2	-5	.	65	12	-8	-20	1.5	13
O=C(NCCN1CCN(c2ccccc2)CC1)C1CCCN(S(=O)(=O)c2cnc[nH]2)C1 (stereo unspecified)	-6	-3	3	0	.	.	.	10
C[C@@H]1CN([C@@H](C)CO)C(=O)Cc2cc(NC(=O)CCN3CCOCC3)ccc2O[C@H]1CN(C)C(=O)Nc1ccc(F)cc1	-2	-6[16.7 µM]	5	3	.	-5	5.5	10
O=C(N[C@H]1CC[C@H](CCNC(=O)C2CCOCC2)O[C@@H]1CO)c1ccccn1	2	.	-1	4	10	6	-1.5	-5
CCOc1ccccc1N=C1SCC(C)N1C(=O)C1CCN(c2ncnc3sc(C)c(C)c23)CC1 (stereo unspecified)	5	6	3	1	4	14	2.0	-16
C(=C\c1ccccc1)/CN1CCN(C(c2nnnn2-c2ccc3c(c2)OCCO3)C2CC2)CC1 (stereo unspecified)	-27	-2	8	1	7	-21	-3.5	2
Cc1ccc(S(=O)(=O)NCc2nnc(SCC(=O)Nc3cccc(C)c3C)n2C)cc1	12	4	-3	-2	.	1	1.0	3
COC(=O)C[C@@H]1CC[C@H]2[C@@H](COc3ccc(NC(=O)Nc4ccc(C)cc4)cc3C(=O)N2C)O1	0	2[16.7 µM]	-1	0	-14	-4	-0.3	1
COc1ccc(CC(=O)N[C@@H](C)C(=O)N2CCC3(CC2)NCCc2[nH]cnc23)cc1	12	0	-4	1	9	0	-1.4	2
O=C(NCc1ccc(F)cc1)c1ccc(Cl)c(NC2=NC3CS(=O)(=O)CC3S2)c1 (stereo unspecified)	-2	-3	3	0	6	.	2.7	9
CCOC(=O)c1ccc(NC(=O)c2nc[nH]c2C(=O)NC[C@H](C)O)cc1	.	4	-2	-1	-2	26	-0.9	-1
COc1ccccc1N1CCN(C(=O)CN(C)S(=O)(=O)c2ccc(C)cc2)CC1	.	-4	3	2	10	-1	5.5	5
CCc1ccc2oc(-c3cc(N)ccc3Cl)nc2c1	-11	4	4	-5	-2	.	.	-4
Cc1sc2ncnc(OCC(=O)N3CCN(S(=O)(=O)c4ccc(Cl)cc4)CC3)c2c1C	-3	-4	1	0	.	.	.	.
C[C@H]1CN([C@@H](C)CO)C(=O)c2cc(NC(=O)Cn3cnnn3)ccc2O[C@H]1CN(C)S(=O)(=O)c1ccc(F)cc1	-8	4[16.7 µM]	2	2	.	-10	-2.5	4
CCC(=O)CN(Cc1cc(OC)ccc1OC)S(=O)(=O)c1ccccc1Br	-8	2	-3	-4	4	0	-1.3	-12
O=c1[nH]cnc2ccc([N+](=O)[O-])cc12	-20	2	0	0	1	6	2.5	.
CCCN(C)C[C@H]1Oc2cc(C#Cc3ccccc3)ccc2S(=O)(=O)N([C@H](C)CO)C[C@@H]1C	-16	6[16.7 µM]	5	0	-9	0	-0.8	-17
C[C@@H]1CN([C@@H](C)CO)C(=O)c2cc(NC(=O)c3ccncc3)ccc2O[C@@H](C)CCCCO[C@@H]1CN(C)C(=O)c1ccccc1	3	0[16.7 µM]	1	1	.	12	0.5	-11
CN(C)S(=O)(=O)c1ccc2c(c1)C(=NO)c1cc(S(=O)(=O)N(C)C)ccc1-2	.	1	-4	2	7	.	1.7	-40
CC(=O)NC(Cc1ccccc1F)C(=O)NC1CCN(C(=O)NCc2ccccc2)CC1 (stereo unspecified)	.	.	4	7	3	48	-5.5	-2
COc1ccc(CC(=O)N2CCN=C2SC)cc1OC	6	.	.	.	0	15	0.4	.
C[C@@H]1CCCCO[C@H](CN(C)Cc2ccc(C(F)(F)F)cc2)[C@@H](C)CN([C@H](C)CO)C(=O)c2cc(NS(=O)(=O)c3ccc(F)cc3)ccc2O1	-10	-8[16.7 µM]	-3	0	2	-11	0.7	.

Nine entries already listed, sorted by molecular weight, ascending:
SMILES	PGC1a acetyl inh	miR-122 sensor	PglD DTNB	Cneo AK release	FN deposit inh	INS-1E GSIS act	F508del corr	C2C12 statin
O=C(O)c1cc(-n2cccc2)ccc1N1CCOCC1	-2	-7	2	1	-15	27	-1.2	.
COc1ccc(CC(=O)N2CCN=C2SC)cc1OC	6	.	.	.	0	15	0.4	.
CCSc1nnc(-c2ccccc2NC(=O)CC)c(=O)[nH]1	9	1	3	0	2	.	.	32
O=S1(=O)CCOC[C@H](c2ccccc2)N1Cc1ccccc1	-1	13	7	0	-1	2	0.9	2
O=C(N1CCN=C1SCc1cccnc1)C12CC3CC(CC(C3)C1)C2	21	-2	1	0	10	.	.	-22
COc1ccc(CC(=O)N[C@@H](C)C(=O)N2CCC3(CC2)NCCc2[nH]cnc23)cc1	12	0	-4	1	9	0	-1.4	2
Cc1ccc(S(=O)(=O)N2CCOCC2)cc1C(=O)NC1CCN(Cc2ccccc2)CC1	3	-3	-1	-1	-3	3	0.4	0
COc1ccc2c(c1OC)c(=O)n1c3ccc(OC(C)C(=O)NCCCN4CCOCC4)cc3c3ccnc2c31 (stereo unspecified)	-14	-8	-3	2	.	.	.	-2
C[C@@H]1CCCCO[C@H](CN(C)Cc2ccc(C(F)(F)F)cc2)[C@@H](C)CN([C@H](C)CO)C(=O)c2cc(NS(=O)(=O)c3ccc(F)cc3)ccc2O1	-10	-8[16.7 µM]	-3	0	2	-11	0.7	.
